Source: PubChem
PAFAH2 inh: inhibitors of human PAFAH2; Q99487; recombinant PAFAH2, FP-rhodamine activity probe, fluorescence polarization; inhibition, % at 3.39 µM; hit rate 0.99% among 340,000;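 active means inhibition above the mean over all tested compounds plus 3 SD, cut at about 30% in these data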;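 further: inhibitors block probe labeling of enzyme so polarization drops; 0% = enzyme with DMSO and 100% = wells lacking PAFAH2 protein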
PAFAH1B3 FP inh: blocks human PAF acetylhydrolase 1B catalytic subunit 3. recombinant PAFAH1B3, FP-rhodamine probe, fluorescence polarization. inhibition, % at 3.39 µM. hit rate 0.28% among 340,000;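 active means inhibition above the screen-wide average of all tested compounds plus 3 SD, cut at about 25% in these data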;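 further: 0% = enzyme with DMSO only and 100% = wells lacking PAFAH1B3 protein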
Target sequence (Q15102 whole entry, looked up): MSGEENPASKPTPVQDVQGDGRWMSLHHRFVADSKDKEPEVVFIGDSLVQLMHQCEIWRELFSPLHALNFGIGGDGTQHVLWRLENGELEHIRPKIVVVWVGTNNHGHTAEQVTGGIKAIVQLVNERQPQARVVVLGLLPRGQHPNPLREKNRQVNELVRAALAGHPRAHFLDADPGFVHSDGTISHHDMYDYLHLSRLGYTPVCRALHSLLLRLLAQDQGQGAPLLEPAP
Active calls of the source: *. This is a subset. The share of hits here may be higher or lower than overall.

SMILES	PAFAH2 inh	PAFAH1B3 FP inh
COc1ccccc1S(=O)(=O)N1CCn2cccc2C1C (configuration not stated)	4	-6
COCC(=O)n1nc(-c2ccccc2)nc1NCc1ccccc1	7	-2
COc1ccc2[nH]c(C(=O)O)c(NC(=O)c3cc(OC)c(OC)c(OC)c3)c2c1	2	-9
CC1(C)CC(=O)C2=C(C1)Oc1ncn3nc(-c4cccnc4)nc3c1C2c1ccccc1 (configuration not stated)	0	9
CCN(CC)C(=O)CSc1nc(Cc2ccccc2)nc2ccccc12	1	-2
COc1ccc(S(=O)(=O)N2CCC3CC2c2cc(N4CCOCC4)ccc23)cc1 (configuration not stated)	-7	5
O=C(CSc1nnc(COc2ccc(Cl)cc2)o1)Nc1ccc(N2CCOCC2)cc1	-1	-2
CC(C)C[C@@H](CN)NC(=O)c1nc[nH]c1C(=O)N[C@@H](Cc1ccccc1)C(=O)CNC[C@H](C)NC(=O)c1nc[nH]c1C(=O)N[C@@H](C)C(=O)O	1	6
CCCN(C(=O)COC(=O)c1nc2nccc(C)n2n1)C1CCS(=O)(=O)C1 (configuration not stated)	-3	8
CCn1c(=O)c(C(=O)CN(C)CC(=O)Nc2ccccc2Br)c(N)n(Cc2ccccc2)c1=O	5	7
COc1ccccc1C(=O)NCCC(=O)N1CC(C)OC(C)C1 (configuration not stated)	0	-2
Cc1ccccc1-c1csc(N)n1	-5	4
COc1cccc(OC)c1OC(=O)c1ccccc1	5	6
O=C1CCCCCN1C(=O)c1ccccc1	1	7
COc1ccc(N=C2NC(=O)C(CO)(CO)S2)cc1	-5	11
COc1cccc(CNC(=O)COC(=O)c2cccc(S(=O)(=O)N3CCCC3)c2)c1	6	6
COc1ccc(/C=N/NC(=O)c2cc3c(ccc4ccccc43)o2)cc1OC	-4	4
CCCCNc1cccc2c1S(=O)(=O)N(CCCC)CC(COCc1ccccc1)O2 (configuration not stated)	1	2
O=[N+]([O-])c1ccc(NCCNc2ccc([N+](=O)[O-])cc2)cc1	-2	7
CC1COCC(C)N1C1=C(Cl)C(=O)c2ccccc2C1=O (configuration not stated)	43*	44*
NC(=O)C1C(=O)c2ccccc2C1(C[N+](=O)[O-])c1ccccc1 (configuration not stated)	4	9
CCCc1ccc(OCCNC(=O)c2ccco2)cc1	-9	9
CN(C(=O)c1cccc(NC(=O)Cc2cccc(NC(=O)C3CCCN(C(=O)C4CCCCC4)C3)c2)c1)C1CC1 (configuration not stated)	0	7
COc1cc(C(=O)OCC(=O)N2CCNC2=O)cc(Cl)c1OC	-1	-3
COc1ccc(CCN2CC(C(=O)OC(C)C(=O)Nc3ccc(NC(C)=O)cc3)CC2=O)cc1OC (configuration not stated)	-3	3

Two of these compounds in a different format.
| molecule | PAFAH2 inh | PAFAH1B3 FP inh |
| --- | --- | --- |
| Cc1ccccc1-c1csc(N)n1 | -5 | 4 |
| COc1cccc(OC)c1OC(=O)c1ccccc1 | 5 | 6 |

17 successive compounds from above:
SMILES	PAFAH2 inh	PAFAH1B3 FP inh
CCCN(C(=O)COC(=O)c1nc2nccc(C)n2n1)C1CCS(=O)(=O)C1 (configuration not stated)	-3	8
CCn1c(=O)c(C(=O)CN(C)CC(=O)Nc2ccccc2Br)c(N)n(Cc2ccccc2)c1=O	5	7
COc1ccccc1C(=O)NCCC(=O)N1CC(C)OC(C)C1 (configuration not stated)	0	-2
Cc1ccccc1-c1csc(N)n1	-5	4
COc1cccc(OC)c1OC(=O)c1ccccc1	5	6
O=C1CCCCCN1C(=O)c1ccccc1	1	7
COc1ccc(N=C2NC(=O)C(CO)(CO)S2)cc1	-5	11
COc1cccc(CNC(=O)COC(=O)c2cccc(S(=O)(=O)N3CCCC3)c2)c1	6	6
COc1ccc(/C=N/NC(=O)c2cc3c(ccc4ccccc43)o2)cc1OC	-4	4
CCCCNc1cccc2c1S(=O)(=O)N(CCCC)CC(COCc1ccccc1)O2 (configuration not stated)	1	2
O=[N+]([O-])c1ccc(NCCNc2ccc([N+](=O)[O-])cc2)cc1	-2	7
CC1COCC(C)N1C1=C(Cl)C(=O)c2ccccc2C1=O (configuration not stated)	43*	44*
NC(=O)C1C(=O)c2ccccc2C1(C[N+](=O)[O-])c1ccccc1 (configuration not stated)	4	9
CCCc1ccc(OCCNC(=O)c2ccco2)cc1	-9	9
CN(C(=O)c1cccc(NC(=O)Cc2cccc(NC(=O)C3CCCN(C(=O)C4CCCCC4)C3)c2)c1)C1CC1 (configuration not stated)	0	7
COc1cc(C(=O)OCC(=O)N2CCNC2=O)cc(Cl)c1OC	-1	-3
COc1ccc(CCN2CC(C(=O)OC(C)C(=O)Nc3ccc(NC(C)=O)cc3)CC2=O)cc1OC (configuration not stated)	-3	3

Following part.
SMILES	PAFAH2 inh	PAFAH1B3 FP inh
COc1cc(C=NNc2nc3c([nH]2)c(=O)n(C)c(=O)n3C)ccc1O	-2	2
Cc1ccc(NC(=O)CCC(=O)c2ccccc2)cc1	-1	-2
COc1cc(CNc2ccc3[nH]c(=O)[nH]c3c2)cc(Br)c1OCc1ccc(F)cc1	-2	-3
C[N+](C)(C)CCNC(=O)c1cc[n+](Cc2ccccc2)c(/C=N/O)c1	-1	8
Cc1cc(OCC(=O)N2CCc3ccccc3C2)c(C)cc1Br	6	7
CN(Cc1ccccc1)C(=O)c1ccc(NC(=O)Cc2ccc(NC(=O)C3CCCN(C(=O)C4CCCCC4)C3)cc2)cc1 (configuration not stated)	-8	-2
FC(F)Oc1ccc(-c2csc(Cc3nnc4n3CCCCC4)n2)cc1	-4	0
CCOc1ccc(OCCn2c(S(=O)(=O)O)nc3c(N)ncnc32)cc1	0	6
CC(=O)C1=C(c2ccccc2)NC(=O)NC1c1ccc(O)c(Cl)c1 (configuration not stated)	0	10
Cn1cc(C(=O)NCCc2ccccc2)c(=O)c2cc(S(=O)(=O)N3CCOCC3)ccc21	-1	0
CC(=O)C1CCC2C3CCC4CC(=O)CCC4(C)C3C=CC12C (configuration not stated)	5	-1
O=C(N/N=C/c1ccncc1)c1cccc(S(=O)(=O)N2CCCC2)c1	-8	11
O=C(COC(=O)c1ccccc1O)NNC(=O)c1ccc(Br)cc1	-2	5
c1ccc(CN2CCc3[nH]c4ccccc4c3C2)cc1	-5	0
CCOc1ccccc1CN1CCNC(=O)C1CC(=O)NCc1nc(C)cs1 (configuration not stated)	-1	2
CN1CCC(N(C)C(=O)/C(C#N)=C/c2ccccc2)CC1	3	1
CC(=O)Nc1ccc2c(c1)-c1ccc(F)cc1C2	0	6
CCOC(=O)N1CCC(NC(=O)Cn2ncc3c4ccccc4n(C)c3c2=O)CC1	-5	5
O=C(COC(=O)/C=C/c1ccc([N+](=O)[O-])cc1)Nc1ccc2[nH]c(=O)[nH]c2c1	-6	-3
CCOC(=O)c1ccc(NC(=O)Nn2cnnc2)cc1	0	-3
O=C(Cc1cccc(NC(=O)C2CCCN(C(=O)CCc3ccccc3)C2)c1)Nc1ccc(C(=O)N2CCCCC2)cc1 (configuration not stated)	-4	-1
O=S(=O)(NC1CC1)c1ccc(Br)cc1N1CCC[C@H]1CO	-5	3
CC(=O)c1ccc(NC(=O)CN2CCN(CC(=O)Nc3ccc(C(C)=O)cc3)CC2)cc1	-5	10
CCc1cccc(C)c1NC(=O)c1cc(-c2ccncc2)nc2ccccc12	-1	2
COc1ccccc1NS(=O)(=O)c1cccc(C(=O)N/N=C(\C)c2ccncc2)c1	-5	8
The list continues:
SMILES	PAFAH2 inh	PAFAH1B3 FP inh
O=C(CNc1ccccc1F)Nc1cccc(S(=O)(=O)N2CCCCC2)c1	-8	-9
COc1ccc(CN(C#N)c2nc(C)cc(C)n2)cc1	-4	4
O=S(c1ccccc1)C(c1ccccc1)c1ccccc1 (configuration not stated)	4	13
CCc1ccccc1NC(=O)CN(C)C(=O)COC(=O)c1c(Cl)cccc1Cl	2	11
COc1ccc(OC)c(C(C)NC(=O)C(C)Cc2ccccc2)c1 (configuration not stated)	-20	5
O=C(Nc1ccc(C(=O)N2CCCCC2)cc1)C1CC1	-3	7
CC1(C)Cc2c(C#N)c(SCCC#N)nc(N3CCOCC3)c2CO1	-2	11
CN1CCN(C(=O)OCCOCCOC(=O)N2CCN(C)CC2)CC1	1	3
O=C(N/N=C/c1ccco1)c1cc(-c2ccncc2)nc2ccccc12	3	16
O=[N+]([O-])c1ccccc1C=CC=NN=Cc1ccccc1O	-4	6
O=S(=O)(N/N=C\c1ccc2c(c1)OCO2)c1ccccc1	1	15
O=C(Cc1cccc(NC(=O)C2CCN(C(=O)CCc3ccccc3)CC2)c1)Nc1cccc(C(=O)N2CCCCC2)c1	12	4
COc1ccc(C(CCNCc2ccc(N(C)C)cc2)c2ccccc2OC)cc1 (configuration not stated)	-3	-2
CC1(C)Cc2cccc(OCC(O)CN3CCN(c4ccccn4)CC3)c2O1 (configuration not stated)	-1	-1
CCCCOc1ccc(C(=O)NCC(=O)N2CC(C)OC(C)C2)cc1 (configuration not stated)	5	4
O=C(CSc1nccn(-c2ccc(F)c(F)c2)c1=O)NC1CCCC1	3	5
Cc1ccccc1N1C(=O)c2cccc([N+](=O)[O-])c2C1=O	4	4
Cn1c(=O)c2[nH]c(NN=Cc3ccc(F)cc3)nc2n(C)c1=O	-3	3
O=C(Nc1sc2c(c1C(=O)O)CCCC2)c1ccc(F)cc1	12	1
COc1ccc(NC(=O)CN2CCc3ccccc3C2)cc1	-5	3
CCCCC[C@H](O)/C=C/C1C(=O)C=C[C@H]1C/C=C\CCCC(=O)OC (some centres not stated)	3	10
CC(NC(=O)COC(=O)c1ccc(Br)o1)c1ccccc1 (configuration not stated)	3	10
COc1ccc(CNC(=O)c2ccc3oc(C(C)C)nc3c2)cc1	8	3
CCN(CC)c1nc(Oc2ccc(C(=O)NN)cc2)nc(Oc2ccc(C(=O)NN)cc2)n1	-8	0
O=C(Cc1n[nH]c(=O)c2ccccc12)Nc1cc(C(F)(F)F)ccc1-n1cncn1	8	0
(cont.)
SMILES	PAFAH2 inh	PAFAH1B3 FP inh
COc1cc2c(c(OC)c1OC)-c1ccc(SC)c(=O)cc1C(NC(=O)C(F)(F)F)CC2 (configuration not stated)	2	6
O=C(N/N=C/c1ccc2c(c1)OCO2)C(=O)Nc1ccccc1Cl	-6	16
O=Nc1c2cc(-c3ccccc3)[nH]nc-2c2ccccc12	-35	-28
O=C(O)c1ccc(OS(=O)(=O)c2ccc(Cl)s2)cc1	4	11
CC1(C(=O)O)CCC(C(=O)Nc2ccc(Cl)c(Cl)c2)C1(C)C (configuration not stated)	-3	4
NC(=O)NC(Cc1ccccc1)c1ccccc1 (configuration not stated)	-4	3
CC(=O)SC1CC(=O)C=C2CCC3C4CCC(=O)OC4(C)CCC3C21C (configuration not stated)	0	10
Cc1ccc(C(=O)OCC(=O)c2c[nH]c3ccccc23)cc1S(=O)(=O)N1CCOCC1	7	2
Cc1ccccc1C(=O)Nc1ccnn1C1CCN(Cc2c(C)n(C)c3ccccc23)CC1	1	4
CSc1ccccc1OCc1cc(C(=O)N(C)C(C)c2ccccn2)no1 (configuration not stated)	2	0
CC(C)(C)OC(=O)N1CCC(C(=O)Nc2cccc(C(=O)NCCc3ccccc3)c2)CC1	2	-4
COc1ccc(CNC(=O)C(c2ccncc2)N(C(=O)Cc2cccs2)c2ccccc2)cc1 (configuration not stated)	-1	3
CCOc1cccc(C(=O)NC2=NCCS2)c1	-11	-1
Cc1ccc(NC(=S)N2CCC(C(=O)c3ccc(F)cc3)CC2)cc1C	-7	3
Cc1c(NS(=O)(=O)c2cccc(C(=O)Nc3cccc(F)c3)c2)c(=O)n(-c2ccccc2)n1C	-5	6
COc1cc(CCC(=O)OCC(=O)Nc2cc(S(=O)(=O)N3CCOCC3)ccc2Cl)cc(OC)c1OC	11	-2
CC(=O)Oc1ccc(OC(C)=O)c(SCCCCCCl)c1	2	9
CCCCC1(CC)SCC(=O)NC1=O (configuration not stated)	2	-4
COc1cc(C)c(Cl)cc1S(=O)(=O)N1CCSC1	7	15
Cc1nc2[nH]c(=S)[nH]c(=O)c2nc1C	0	-1
COc1cc(C2/C(=C(\O)c3ccc4c(c3)CC(C)O4)C(=O)C(=O)N2CC2CCCO2)cc(OC)c1OC (configuration not stated)	2	5
COc1ccc(C(=O)CSc2nccn2C)c(OC)c1	1	-2
CCCCn1c(N)c(N(CCOC)C(=O)c2oc3ccc(Br)cc3c2C)c(=O)[nH]c1=O	6	0
CC1CN(C(C)C)C(=S)NC1=O (configuration not stated)	1	5
O=C(CCNC(=O)c1ccc([N+](=O)[O-])cc1)NCC1COc2ccccc2O1 (configuration not stated)	2	6
(further entries)
SMILES	PAFAH2 inh	PAFAH1B3 FP inh
CCNc1ncnc2c1cnn2C1CCCO1 (configuration not stated)	5	8
COc1cc(C=CC(=O)OCC=Cc2ccc3c(c2)OCO3)cc(OC)c1OC	1	-3
COc1cc(CN(C)C(=O)C2CCN(S(=O)(=O)c3cccs3)CC2)ccc1OC(F)F	5	7
Cc1cccn2c(=O)c3cc(C#N)c(=N)n(Cc4cccnc4)c3nc12	0	6
N#Cc1ccccc1S(=O)(=O)N1CCN(C(=O)c2cccc(S(=O)(=O)N3CCCC3)c2)CC1	4	-2
Cc1ccc([N+](=O)[O-])cc1NC(=O)CN(C1CCCCC1)S(=O)(=O)c1ccc(Cl)cc1	-6	-5
Nc1ccc(C(=O)N/N=C/c2cn(Cc3ccccc3)c3ccccc23)cc1	-3	14
Cc1cc(NCc2ccccn2)n2c(nc3ccccc32)c1C#N	13	5
CC(C)(C)S(=O)N1Cc2cn(Cc3ccccc3)c(=O)cc2[C@@H]1CCO (some centres not stated)	4	6
Cn1cc(Cl)c(C(=O)OCC(=O)Nc2ccc(S(N)(=O)=O)cc2)n1	3	1
CC(C)c1cc(NCCN2CCOCC2)n2c(nc3ccccc32)c1C#N	-3	3
Cn1c2ccc(F)cc2c2nnc(SCCN3CCCCC3)nc21	-2	5
NC(=O)C1(N2CCCCC2)CCN(C(=S)Nc2ccc(Cl)cc2)CC1	-1	3
CCOc1ccc(-c2nnc3ccc(SCC(=O)N4CCN(c5ccccc5)CC4)nn23)cc1	-5	2
C/C(=N\NC(=O)c1ccc2c(c1)OCO2)c1ccc(NC(=O)CCCC(=O)O)cc1	-5	0
O=S(=O)(O)c1cc(O)c2ccc(Nc3ccccc3)cc2c1	66*	43*
